Screening data as filed in PubChem BioAssay.
XBP1 UPR activ – adaptive UPR (XBP1) activation; CHO-XBP1 luciferase reporter, IRE1-XBP1 UPR activation, luminescence; percent of tunicamycin response, DMSO as zero; activation, % at 20 µM; 330,000 tested, 0.33% active; AID 463104;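 active means versus positive control, 20 µM dose yields 30% or more activation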;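 further: 100% = tunicamycin at 10 µg/mL and 0% = DMSO only wells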
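Material: CHO-XBP1 cells stably carrying IRE1-XBP1-driven luciferase reporter / Amount: 1000 cells per well / Compound: 20 µM, 1% DMSO / Times: 6 h treatment, 37 °C / Detection: luciferase luminescence / Measure: % activation of reporter signal versus tunicamycin and DMSO controls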
APJ agonist – agonists of human APJ apelin receptor. P35414. CHO-K1 APJ PathHunter beta-arrestin, luminescence; 0% DMSO wells, 100% apelin. activation, % at 20 µM. 330,000 tested, 0.11% active;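 active means activation more than six SD over the plate average, tested at 20 µM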;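 further: 0% = DMSO alone and 100% = apelin-13 at 10 nM; some results filed as inactive read as strong as hits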
Target sequence (P35414 whole entry, looked up): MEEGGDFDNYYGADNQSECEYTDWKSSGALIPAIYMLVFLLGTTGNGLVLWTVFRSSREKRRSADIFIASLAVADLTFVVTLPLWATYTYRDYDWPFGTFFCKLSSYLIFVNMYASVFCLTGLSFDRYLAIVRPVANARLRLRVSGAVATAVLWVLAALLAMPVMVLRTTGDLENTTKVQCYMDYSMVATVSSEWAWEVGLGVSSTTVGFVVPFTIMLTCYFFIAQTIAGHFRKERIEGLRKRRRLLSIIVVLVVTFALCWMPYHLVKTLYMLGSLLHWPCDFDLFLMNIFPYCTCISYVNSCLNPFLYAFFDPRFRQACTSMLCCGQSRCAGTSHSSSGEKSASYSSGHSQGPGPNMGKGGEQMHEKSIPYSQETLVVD
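Assay system – PathHunter CHO-K1 APJ (AGTRL-1) beta-arrestin reporter cells · Compound – one dose, 20 µM compound, 1% DMSO · Timing – compound 90 min 25 °C, reagent 1 h · Measured by – luminescence from split beta-galactosidase complementation, Galacton Star/Emerald II substrate · Measure – beta-arrestin recruitment to APJ as agonist activity, luminescent signal · Benchmarks – DMSO vs Apelin-13 10 nM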
UPR CHOP act – activators of apoptotic arm of unfolded protein response (CHOP) | CHO-CHOP luciferase reporter, UPR activation, luminescence; percent of tunicamycin response over DMSO baseline | activation, % at 10 µM | 330,000 tested, 0.34% active | AID 449763;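 active means at 10 µM dose, activation of 40% or more, normalized to positive control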;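 further: 100% = tunicamycin at 10 µg/mL and 0% = DMSO alone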
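System: CHO-CHOP luciferase reporter cell line; amount: 500 cells/well; buffer or medium: F12 medium containing 10% fetal bovine serum; incubation: 6 h compound exposure at 37 °C after overnight seeding; measured by: luciferase luminescence after 10 min with Steady-Glo reagent; evaluation: % reporter activation, DMSO baseline versus tunicamycin full activation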
Mdm2 MdmX PPI – inhibitors of human Mdm2/MdmX interaction | 330,000 tested, 3% active | inhibition, % at 8 µM | SaOS-2 split-luciferase Mdm2/MdmX complementation, luminescence | O15151+Q00987;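 active means inhibition of at least 50% at 8 µM in the primary screen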
tim23-1 inh – tim23-1 yeast growth inhibition; 330,000 tested, 1.3% active; S. cerevisiae tim23-1 growth, BacTiter-Glo luminescence, 24 h; inhibition, % at 20 µM;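 active means growth inhibition of the mutant yeast at or above 50%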;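 further: temperature-sensitive mutant grown at 25 °C; plate controls were DMSO-treated mutant yeast for no effect and medium wells lacking yeast for full effect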
TIM10 inh – TIM10 yeast growth inhibition. 330,000 tested, 1.4% active. inhibition, % at 10 µM. S. cerevisiae TIM10 strain growth, BacTiter-Glo luminescence, 24 h;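 active means inhibition of 40% or more at the single tested concentration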;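 further: wild-type TIM10 isogenic control strain grown at permissive 25 °C; 0% = DMSO yeast wells and 100% = minimal medium wells without yeast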
CXCR6 block – CXCR6 (human) receptor inhibition | CHO-K1 PathHunter CXCR6 beta-arrestin, luminescence | inhibition, % at 20 µM | 360,000 tested, 0.36% active | AID 602244; in the data active means inhibition above about 34%, passing the limit was not always enough;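 further: antagonist mode with CXCL16 agonist at 10 nM final; 0% = 10 nM CXCL16 with DMSO and 100% = unstimulated wells without agonist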
Target sequence (O00574 whole entry, looked up): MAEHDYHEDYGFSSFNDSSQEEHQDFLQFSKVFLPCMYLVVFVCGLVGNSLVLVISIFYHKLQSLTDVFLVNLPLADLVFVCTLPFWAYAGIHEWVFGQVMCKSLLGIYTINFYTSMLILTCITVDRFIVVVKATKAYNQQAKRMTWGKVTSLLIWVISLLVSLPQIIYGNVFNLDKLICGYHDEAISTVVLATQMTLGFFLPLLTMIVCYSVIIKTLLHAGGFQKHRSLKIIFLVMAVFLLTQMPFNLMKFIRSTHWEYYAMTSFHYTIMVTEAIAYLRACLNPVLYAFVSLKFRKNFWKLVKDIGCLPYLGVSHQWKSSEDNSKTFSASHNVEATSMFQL
tim10-1 inh – growth inhibitors of tim10-1 mutant yeast; inhibition, % at 20 µM; S. cerevisiae tim10-1 ts strain growth, BacTiter-Glo, 24 h; 330,000 tested, 2.2% active; AID 463190;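 active means inhibition of at least 40%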;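 further: mutant grown at 25 °C; 0% = DMSO wells with yeast and 100% = wells holding no yeast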
APJ antagonist – APJ receptor antagonism; P35414; CHO-K1 APJ beta-arrestin complementation, luminescence; inhibition, % at 20 µM; 330,000 tested, 0.32% active; AID 2521;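 active means inhibition above about 40% at 20 µM, limit read from the data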;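 further: cells challenged with 10 nM apelin-13 agonist together with compound; plate controls were apelin-13 plus DMSO wells for no effect and DMSO wells lacking apelin-13 for full effect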
Active calls of the source: *; . = not tested or not shown. Some of the compounds tested. The share of hits here may be higher or lower than overall.

SMILES	XBP1 UPR activ	APJ agonist	UPR CHOP act	Mdm2 MdmX PPI	tim23-1 inh	TIM10 inh	CXCR6 block	tim10-1 inh	APJ antagonist
COc1ccnc(Nc2ccc(C)c(C)c2)c1C#N	-3	0	-1.5	0	2	-8	-3	7	0
CCNc1nc(NC(C)CC)nc(Oc2ccc(=O)[nH]n2)n1 (configuration not stated)	0	0	0.2	16	-8	-13	2	-24	-8
O=C(/C=C/c1ccccc1)N1CCN(c2c(Cl)cccc2[N+](=O)[O-])CC1	-1	-2	4.9	-16	25	16	-4	35	-2
COc1ccc(C(=O)NC(=O)COC(=O)CCS(=O)(=O)c2ccc(C)cc2)cc1	-3	0	0.4	16	-5	-14	7	-8	-3
CC(=O)Nc1cccc(C(=O)OCC(=O)NNC(=O)c2ccc([N+](=O)[O-])cc2)c1	-1	-1	-1.3	12	-12	-6	7	-13	7
Cc1cc(C(=O)NCCCN2CCN(c3cc(Cl)ccc3C)CC2)n(-c2ccccc2)n1	2	-2	-1.1	10	6	-1	1	20	-6
O=C(Nc1ccc(NC(=O)c2cccs2)cc1)c1ccc2c(c1)OCO2	-1	-2	0.3	45	-34	-26	6	-19	7
CCCOc1ccc(Cc2nn3c(=O)/c(=C/c4ccco4)sc3nc2=O)cc1	-2	-3	-0.6	15	24	20	-5	20	-24
CC(=O)Nc1nc(-c2cc([N+](=O)[O-])cs2)cs1	2	-2	0.0	13	0	0	-11	-7	-14
OC(CC#CCN1CCCC1)(c1ccccc1)c1ccccc1	-2	-2	2.0	22	4	-3	-2	-3	-15
C=CCn1c(C)nnc1SCC(=O)Nc1nc(C)c(C(=O)N(C)C)s1	-4	3	2.8	-9	17	11	5	2	-8
Cc1ccc([C@@H]2CC=C(C(=O)O)[C@H](c3cccc(Cl)c3)N2S(=O)(=O)c2ccc(C)cc2)cc1	3	-6	0.9	-15	11	8	-6	24	12
CCO[C@H]1OC(C(=O)NC2CC2)=C[C@@H](c2csc3ccccc23)[C@@H]1CCCO	-2	-3	2.5	-3	21	21	2	14	-12
CCOc1ccc(NC(=O)CN(C)C(=O)CCSc2ccc(F)cc2)cc1OCC	-3	-3	-0.2	28	12	0	-2	-4	-4
Cc1cc(NC(=O)CSc2nc(=O)n3cccc(C)c3n2)no1	-1	-1	1.7	11	-4	-5	-2	-24	-50
COc1cccc(NC(=O)c2ccc(CN3CCc4ccccc4C3)cc2)c1	-4	-4	3.5	13	5	16	10	4	-3
Cc1c(Cl)cccc1NC(=S)N(Cc1ccccc1)Cc1cccnc1	0	-2	-2.0	-9	-76	-24	5	-18	12
O=C(NC(=S)N1CCN(c2ccccc2)CC1)c1ccc(S(=O)(=O)N2CCOCC2)cc1	-3	-3	-1.7	14	3	9	5	11	-7
Cc1ccc(Nc2cc(-n3nc(C)cc3C)ncn2)cc1	0	14	0.6	8	14	10	-3	13	-10
CC1(NC(=O)c2cccc(S(=O)(=O)N3CCCc4ccccc43)c2)CCS(=O)(=O)C1 (configuration not stated)	-3	-4	3.3	15	5	2	1	0	2
CC[C@@H]1CCCCc2ccccc2[C@@H](C(=O)C[C@H](O)CC(C)=O)OC1=O	-2	1	-2.5	33	15	9	-8	21	3
COc1ccc(OCCn2ccnc2)cc1	-5	1	2.7	-15	6	0	-2	-10	16
N#Cc1cc2cc3c(cc2nc1SCC(=O)N1CCOCC1)OCO3	0	1	5.6	23	4	7	-2	-1	-15
COC(=O)c1ccc(COc2cc(O)c3c(c2)OC(C)(C)CC3=O)cc1	7	-1	0.7	24	20	-2	-3	17	18
CC1CC(C)CN(C(=O)Cn2c(=O)n(CCCCC(=O)NC3CCCC3)c(=O)c3ccccc32)C1 (configuration not stated)	-5	-1	0.7	0	4	-7	-7	12	-2

Of the compounds above, 3 have a nitro group on carbon.
SMILES	XBP1 UPR activ	APJ agonist	UPR CHOP act	Mdm2 MdmX PPI	tim23-1 inh	TIM10 inh	CXCR6 block	tim10-1 inh	APJ antagonist
O=C(/C=C/c1ccccc1)N1CCN(c2c(Cl)cccc2[N+](=O)[O-])CC1	-1	-2	4.9	-16	25	16	-4	35	-2
CC(=O)Nc1cccc(C(=O)OCC(=O)NNC(=O)c2ccc([N+](=O)[O-])cc2)c1	-1	-1	-1.3	12	-12	-6	7	-13	7
CC(=O)Nc1nc(-c2cc([N+](=O)[O-])cs2)cs1	2	-2	0.0	13	0	0	-11	-7	-14

Next section:
SMILES	XBP1 UPR activ	APJ agonist	UPR CHOP act	Mdm2 MdmX PPI	tim23-1 inh	TIM10 inh	CXCR6 block	tim10-1 inh	APJ antagonist
CC(C(=O)Nc1ccc2c(c1)OCCO2)c1ccc([N+](=O)[O-])cc1 (configuration not stated)	-1	3	-0.1	-3	2	3	-1	-4	12
COC(=O)CSc1nc2c(c(C3CC=CCC3)c1C#N)CCC2 (configuration not stated)	-1	-2	-3.2	-8	24	4	11	37	11
CCCN1Cc2cccc(C(=O)Nc3ccc4c(c3)OCO4)c2C1=O	6	-1	1.3	-3	-13	11	8	28	3
COc1cc(-c2nc(CN3CCN(C(=O)c4ccco4)CC3)c(C)o2)ccc1F	-8	-2	1.6	0	19	10	-2	18	-2
COc1ccc(NC(=O)/C(C#N)=C/c2ccc(OCCN3CCOCC3)c(OC)c2)c(OC)c1	-4	10	-0.3	19	-4	2	-3	2	-15
COC(=O)c1ccccc1NC(=O)Oc1ccc(C(C)C)cc1	-1	4	-0.3	-14	17	10	-3	14	-13
Cc1ccccc1NC(=O)c1nc2nccc(C)n2n1	3	-3	4.6	-27	17	-9	8	5	-7
O=C(NC1=NCCS1)C1Cc2ccccc2CN1C(=O)c1ccccc1 (configuration not stated)	-1	1	4.5	5	12	1	-1	9	4
Cc1ccc(N(CC(=O)Nc2c(C)n(C)n(-c3ccccc3)c2=O)S(C)(=O)=O)cc1C	0	0	3.5	-6	5	0	-1	-12	-7
COc1ccccc1/C=C(/C(=O)NCCCn1ccnc1)c1ccccc1	-2	-4	-0.3	13	-1	6	10	3	8
Cc1cc(Br)cc2c(C(=O)NCC3CCCO3)cc(-c3ccccc3)nc12 (configuration not stated)	-1	3	4.0	14	24	1	-3	19	14
Oc1ccc(/C=N/Nc2ccc(C(F)(F)F)cn2)cc1	5	-1	4.2	-154	34	48*	-9	44*	10
O=C1OCCN1C(=O)[C@H]1[C@H](c2ccc([N+](=O)[O-])cc2)C(c2ccccc2)=NN1c1ccccc1	1	.	-0.2	4	37	10	1	17	.
CCCCn1c(CN2CCN(C(=O)c3ccco3)CC2)nc2c1c(=O)n(C)c(=O)n2C	-2	3	-1.6	3	-4	-4	-2	-15	20
CCCCN(C(=O)c1ccc2c(c1)S(=O)(=O)N=C1CCCCCN12)c1c(N)n(CCCC)c(=O)[nH]c1=O	0	2	4.4	2	8	4	0	7	3
CC(C)c1ccc2oc(-c3ccc(NC(=O)c4ncn[nH]4)cc3)nc2c1	7	3	6.1	-38	12	7	3	1	-20
CCOC(=O)N1CCN(C(=O)COC(=O)C2CCN(S(=O)(=O)c3ccc(C)c(C)c3)CC2)CC1	-2	6	1.3	27	17	0	1	2	27
COc1ccc2c(c1)O[C@@H](c1cccc(C(F)(F)F)c1)[C@H](O)C2=O	0	-1	0.5	55*	-2	0	.	26	16
CCOC(=O)Cc1csc(NC(=O)COc2ccccc2OCC)n1	2	-4	-1.0	-19	10	2	-4	37	12
Cc1cc(C)n(-c2nnc(Cl)c3ccccc23)n1	-5	-1	-1.8	15	-7	-15	-3	-15	0
Cc1cccnc1NC(=O)COc1ccc2c(c1)CCC2	2	-6	6.1	-21	7	2	-5	9	0
CCn1c(N)c(Br)c(=O)[nH]c1=O	0	-3	1.1	-18	-4	7	2	19	3
O=[N+]([O-])c1ccc(Cl)c(/C=N/N2CCN(Cc3ccccc3Cl)CC2)c1	8	-2	-2.2	12	12	0	7	20	-8
COc1ccccc1N(CC(=O)Nc1cc(C)on1)S(=O)(=O)c1cccc(C(F)(F)F)c1	-5	0	-2.4	7	21	0	7	14	6
COc1ccc(NC(=O)C2CC(=O)N/C(=N/NC(=O)c3ccc(Cl)cc3)S2)cc1 (configuration not stated)	-3	-1	1.0	16	13	12	-9	5	-4
Next section
SMILES	XBP1 UPR activ	APJ agonist	UPR CHOP act	Mdm2 MdmX PPI	tim23-1 inh	TIM10 inh	CXCR6 block	tim10-1 inh	APJ antagonist
CCOC(=O)CNC(=O)c1cccnc1Oc1ccc(Cl)cc1	0	0	-0.9	15	19	0	-6	-4	-23
O=C(COC(=O)c1cnccn1)c1ccc(OC(=O)c2ccccc2)cc1	21	-1	6.0	14	-12	0	-2	-11	22
Cc1cc(C)cc(NC(=O)C2CCCN(c3nccc(C)n3)C2)c1 (configuration not stated)	-1	-5	-1.2	-14	5	-6	-4	37	20
Cc1c(C)c(C)c(S(=O)(=O)N2CCSCC2)c(C)c1C	-2	-5	2.3	3	-6	2	-2	14	4
CC(=O)c1cnn(-c2nc3c(C)cccc3s2)c1C	5	-5	4.2	14	6	16	4	17	6
O=S(=O)(NC1CCN(S(=O)(=O)c2ccc3c(c2)OCCO3)C1)c1c(F)cccc1F (configuration not stated)	-1	1	-0.4	4	18	3	-3	5	-6
O=C1OC2(CCCCC2)OC(=O)C1=CNc1nc2ccccc2s1	0	1	3.6	-21	20	4	-8	11	-9
Cc1ccnn1CC(=O)N/N=C/c1c[nH]c2ccccc12	3	1	1.0	11	8	-3	-1	-6	16
COc1ccc(Nc2nc(N3CCCCC3)c3ccccc3n2)cc1	5	4	7.4	59*	-3	-28	1	-72	3
O=C(C[n+]1cc(Br)cc(Br)c1)c1ccc(Cl)cc1	-2	-6	1.4	-14	7	1	10	20	-1
Cc1noc(C)c1COC(=O)c1ccc2c(c1)OCO2	-2	0	-2.2	-3	5	-6	-17	6	4
COc1cccc(NC(=O)CSc2nc3ccccc3nc2N2CCOCC2)c1	-2	-6	1.8	32	15	-21	-4	13	11
Cc1ccc(S(=O)(=O)N[C@H](C(=O)NC2CCC(C)CC2)C(C)C)cc1 (some centres not stated)	0	-4	-1.1	19	7	1	0	6	6
O=C(NCc1ccc2c(c1)OCO2)c1ccc(COc2cccc(Cl)c2)o1	-2	2	-3.0	20	15	32	13	19	11
CC(C)(C)c1ccc(S(=O)(=O)Nc2noc3ccccc23)cc1	1	0	1.5	-33	20	25	2	22	-3
CC(=O)C1=C(C)NC(SCC(=O)c2cc(Cl)ccc2Cl)=C(C#N)C1c1ccco1 (configuration not stated)	3	4	4.4	32	32	20	2	39	-6
CCOC(=O)N1C(=O)[C@](c2ccc(Cl)cc2)(C(C)C)N1C(=O)OCC	1	-5	11	80*	61*	39	13	42*	11
Cc1cccc(NC(=O)c2nc[nH]c2C(=O)NCCN(CCNC(=O)c2[nH]cnc2C(=O)Nc2cccc(C)c2)CCNC(=O)c2[nH]cnc2C(=O)Nc2cccc(C)c2)c1	-1	-2	2.1	86*	12	20	-3	11	2
NS(=O)(=O)c1ccc(NC(=S)NCCc2ccccc2)cc1	0	-4	-0.3	14	-1	-5	-5	-1	6
